Screening results: PubChem BioAssay, National Center for Advancing Translational Sciences (NCATS)
HCV inhibitor: blocks hepatitis C virus; Huh7.5.1 HCVcc-Cre infection, luciferase reporter, 44 h; Potency, µM (top dose mostly 41.8 µM), for inactives: at the highest dose activity change, negative = inhibition, actives largely listed as inhibitors; 340,000 tested, 3.4% active; AID 651820; further: potency means the concentration at half of the fitted maximal effect
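Antiviral activity was scored by luciferase reporter output from cells infected with HCVcc-Cre (~0.5 moi) in presence of compound, 44 h infection period, cells seeded 1,000/well 4 h prior.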
Sm TGR block: blocks Schistosoma mansoni thioredoxin glutathione reductase; purified TGR, DTNB reduction, TNB absorbance 405 nm; Potency, µM (titrated, usually from 114 µM), without a hit: at the highest dose activity change, negative = inhibition, hits mostly inhibitors; 360,000 tested, 3% active; AID 485364; further: potency means the concentration at half of the fitted maximal effect; nearly all actives have a fitted effect of over 60% in size
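TGR 20 nM + NADPH 100 uM (dispensed conc.), cpd preinc 15 min RT; start with NADPH (500 uM addition) then DTNB (15 mM addition). Kinetic TNB absorbance, 405 nm filter. Four-parameter Hill fit across titration.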
AmpC no deterg: blocks E. coli AmpC beta-lactamase in detergent-free assay | 330,000 tested, 0.52% active | Potency, µM (titrated, usually from 57.1 µM), inactives show at the top dose activity change, negative = inhibition, actives largely listed as inhibitors | AmpC nitrocefin hydrolysis, absorbance 480 nm, 0.0001% Triton;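 further: potency means the concentration at half of the fitted maximal effect; plate controls were no compound for no effect and no enzyme for full effect; nearly all actives have a fitted effect of over 20% in size; some results filed as inactive show a strong effect at the top dose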
Target sequence (P00811 whole entry, looked up): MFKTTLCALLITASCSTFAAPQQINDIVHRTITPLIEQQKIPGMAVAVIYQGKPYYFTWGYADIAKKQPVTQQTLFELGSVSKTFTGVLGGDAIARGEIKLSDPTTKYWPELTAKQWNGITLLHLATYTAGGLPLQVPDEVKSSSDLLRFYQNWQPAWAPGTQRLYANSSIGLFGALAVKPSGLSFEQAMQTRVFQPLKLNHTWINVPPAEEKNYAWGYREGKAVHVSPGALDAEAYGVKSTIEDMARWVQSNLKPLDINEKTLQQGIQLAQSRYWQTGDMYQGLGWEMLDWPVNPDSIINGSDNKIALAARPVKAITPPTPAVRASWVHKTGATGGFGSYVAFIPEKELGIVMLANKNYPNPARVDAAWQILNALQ
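20 mM phosphate pH 7.0 + 0.01% (detergent screen) or 0.0001% Triton X-100; 5.3 nM AmpC reagent; cpd preinc 15 min RT; nitrocefin (800 uM stock) to start; A480 q20 s × 4 min; Activity was normalised to no-enzyme and no-compound control wells.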
HCMV antiviral: blocks human cytomegalovirus replication. HFF cells, HCMV-luciferase reporter, 72 h; active compounds read low. activity change, negative = inhibition, % at 57.5 µM. 410,000 tested, 4.5% active. AID 1259415; in the data active means activity change below about -60%; inconclusive means no clear call, values can overlap the other calls; inactive means above about -39%
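Screen run at 2 compound doses on HFFs infected with reporter HCMV, MOI 1 PFU/cell. Luciferase activity from cell lysates at 72 h post infection gave inhibition relative to buffer-only and Salinomycin wells.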
AmpC detergent: AmpC beta-lactamase inhibition with detergent present; P00811; AmpC hydrolysis of nitrocefin, absorbance 480 nm, 0.01% Triton; Potency, µM (titrated, usually from 114 µM), for the others: at the highest dose activity change, negative = inhibition, hits mostly inhibitors; 370,000 tested, 0.041% active; AID 485294;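 further: potency means the concentration at half of the fitted maximal effect; 0% = no-compound wells and -100% = no-enzyme wells; nearly all actives have a fitted effect of over 25% in size; some results filed as inactive show a strong effect at the top dose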
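AmpC (5.3 nM in the dispensed reagent) in 20 mM phosphate pH 7.0 with 0.01% (detergent screen) or 0.0001% Triton X-100 was preincubated with compounds for 15 min at room temperature. Nitrocefin was then added from an 800 uM solution, and hydrolysis was followed at 480 nm.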
Giardia FBPA inh: inhibitors of Giardia lamblia fructose-1,6-bisphosphate aldolase; purified Giardia FBPA; Potency, µM (top dose mostly 59.6 µM), for the others: at the highest dose activity, negative = inhibition, hits mostly inhibitors; 290,000 tested, 0.71% active; AID 2451; further: potency means the concentration at half of the fitted maximal effect; nearly all actives have a fitted effect of over 55% in size
Target sequence (A8B2U2 whole entry, looked up): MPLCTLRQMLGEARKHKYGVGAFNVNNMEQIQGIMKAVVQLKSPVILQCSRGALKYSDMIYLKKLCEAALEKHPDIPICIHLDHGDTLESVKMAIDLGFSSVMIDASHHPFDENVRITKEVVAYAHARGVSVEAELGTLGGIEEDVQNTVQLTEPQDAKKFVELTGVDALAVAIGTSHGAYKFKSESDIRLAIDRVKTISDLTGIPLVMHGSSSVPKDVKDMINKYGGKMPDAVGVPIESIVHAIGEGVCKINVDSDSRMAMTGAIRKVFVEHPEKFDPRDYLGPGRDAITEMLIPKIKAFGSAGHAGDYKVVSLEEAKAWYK
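Giardia FBPA (40 nM reagent) was preincubated 10 min at RT with compound (up to 57.5 uM final), then substrate plus GAPDH/TPI/NAD/arsenate coupling system with diaphorase/resazurin was added; resorufin fluorescence (525/598 nm) was read after 20 min.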
The depositor's hits bear a star; & = joins results of further samples; [ ] = dose if it differs, or a comment. Unless noted, the call rests on the fitted dose curve; in most records, active means well fitted curve in the direction sought with a large enough effect; inconclusive means small, poorly fitted or top-dose-only effect, or another doubt; inactive means no such curve, though single readings can be large; an effect the other way counts as inactive or inconclusive. Unless noted, on the % scale 0 is the no-effect control and ±100 the full control effect.

`COc1ccc(NC(=O)C2C(=O)N(C)C3(C)CC2c2ccccc2O3)cc1` (centres undefined) gave HCV inhibitor -12.3%, Sm TGR block -10.1%, AmpC no deterg -25.1%, HCMV antiviral 27.7, AmpC detergent -3.9% and Giardia FBPA inh -16.6%.
For CCN1CCN(C(=S)Nc2ccc3nc4n(c(=O)c3c2)CCCCC4)CC1 the results were HCV inhibitor -12.9%, Sm TGR block 6.1%, AmpC no deterg -11.9%, HCMV antiviral -3.7, AmpC detergent -0.6% and Giardia FBPA inh 1.7%.
`Cn1cc(CCNC(=O)CC2C(=O)NCCN2CC(c2ccccc2)c2ccccc2)cn1` (centres undefined) gave HCV inhibitor 12.2%, Sm TGR block inconclusive, AmpC no deterg 64.1%[activator], HCMV antiviral -8.5, AmpC detergent 1.1% and Giardia FBPA inh -20.3%.
`COc1cccc(CN2CCCC(C(=O)N3CCCCC3)C2)c1OC` (centres undefined) gave HCV inhibitor 3.7%, Sm TGR block 12.0%, AmpC no deterg -11.7%, HCMV antiviral 22.5, AmpC detergent -14.2% and Giardia FBPA inh -6.0%[12.9 µM].
Screening NS(=O)(=O)c1ccc(CCNC(=O)c2nc(SCc3ccccc3F)ncc2Cl)cc1 returned Sm TGR block -0.2%, HCMV antiviral -19.4 and AmpC detergent 0.7%.
`CC(C)NC(=O)N(C)C[C@H]1Oc2c(NC(=O)Nc3ccc(C(F)(F)F)cc3)cccc2C(=O)N([C@H](C)CO)C[C@@H]1C` gave HCV inhibitor -36.8%, AmpC no deterg 268.0%[activator] and HCMV antiviral 39.9.
Screening CCOC(=O)CCc1c(C)n(CC)c2cc(-c3ccccc3OC)nn2c1=O returned HCV inhibitor -12.9%, Sm TGR block -5.2%, AmpC no deterg -4.0%, HCMV antiviral 54.5, AmpC detergent inconclusive and Giardia FBPA inh 1.7%.
For COc1ccc(CC(=O)Nc2ccc(F)c(F)c2F)cc1S(=O)(=O)N1CCOCC1 the results were HCV inhibitor -0.8%, Sm TGR block 1.0%, AmpC no deterg -15.1%, HCMV antiviral 53.2 and AmpC detergent 9.5%.
`Cc1cccc(NC(=O)Cn2nc(-c3cccs3)ccc2=O)c1C` gave HCV inhibitor -5.9%, Sm TGR block -0.9%, AmpC no deterg 28.9%, HCMV antiviral 39.2, AmpC detergent -11.8% and Giardia FBPA inh 1.6%.
`COc1ccc(OCC(=O)Nc2ccc(N3CCN(Cc4ccccc4F)CC3)cc2)cc1` gave HCV inhibitor -10.3%, Sm TGR block -2.9%, AmpC no deterg -9.6%, HCMV antiviral 37.6, AmpC detergent inconclusive and Giardia FBPA inh 3.0%.
Screening CCCCCCC(C)n1[nH]c(=O)c2c(C)cc(=O)[nH]c21 (centres undefined) returned HCV inhibitor -13.2%, Sm TGR block 1.4%, AmpC no deterg -16.6%, HCMV antiviral -70.2*, AmpC detergent -1.7% and Giardia FBPA inh -0.2%.
COc1ccc(OC)c(S(=O)(=O)NCC(c2ccco2)N2CCc3ccccc3C2)c1 (centres undefined) was read as HCV inhibitor 6.9%, Sm TGR block 0.1%, AmpC no deterg -13.8%, HCMV antiviral 7.0 and AmpC detergent -13.6%.
`COc1cc2nc(C3CCC3)n(NC(=O)c3ccco3)c(=O)c2cc1OC` gave HCV inhibitor -0.7%, Sm TGR block 3.1%, AmpC no deterg 160.0%[activator], HCMV antiviral 5.5, AmpC detergent 0.7% and Giardia FBPA inh -2.6%.
CCOC(=O)c1c(S(=O)(=O)NCC(=O)Nc2cc(C)ccn2)c(C)n(C)c1C was read as HCV inhibitor 6.5%, Sm TGR block -3.4%, AmpC no deterg 1.0%, HCMV antiviral 8.4, AmpC detergent 2.8% and Giardia FBPA inh 11.9%.
For Cn1c(=O)c2c(nc(N3CCOCC3)n2Cc2ccc(Br)cc2)n(C)c1=O the results were Sm TGR block 0.3%, HCMV antiviral -0.7 and AmpC detergent -3.7%.
Screening COc1ccc(N2CCN(c3ccnc4cc(Cl)ccc34)CC2)cc1 returned HCV inhibitor inconclusive, Sm TGR block -5.3%, AmpC no deterg -6.4%, HCMV antiviral inconclusive, AmpC detergent -2.6% and Giardia FBPA inh 9.6%.
Cc1ccc(Nc2ncnc3c2nc2n3CCCC2)c(Br)c1 was read as Sm TGR block -10.6%, HCMV antiviral -9.3 and AmpC detergent -4.1%.
`CN(C)CCn1c2c(c(SCC(=O)N3CCc4ccccc43)nc1=O)CCCC2` gave HCV inhibitor 12.6µM*, Sm TGR block 6.6%, AmpC no deterg 4.8%, HCMV antiviral -18.0 and AmpC detergent -0.4%.
For CCN(CC)S(=O)(=O)c1cc(NC(=O)CSc2n[nH]c(N)n2)ccc1C the results were HCV inhibitor 17.6%, Sm TGR block -22.0%, AmpC no deterg -23.7%, HCMV antiviral -33.8 and AmpC detergent 2.8%.
`CC(=O)c1ccc(NS(=O)(=O)Cc2ccc(Cl)cc2)cc1` gave HCV inhibitor -8.0%, Sm TGR block -17.9%, AmpC no deterg -28.3%, HCMV antiviral 70.3, AmpC detergent -4.9% and Giardia FBPA inh 13.6%.
Screening Cc1cccc(NS(=O)(=O)c2ccc3c(c2)CCN3C(=O)C2CCC2)c1 returned Sm TGR block 4.6%, HCMV antiviral -66.3* and AmpC detergent 0.9%.
Cc1nn(-c2ccccc2)c(Cl)c1C(=O)N(C)c1nc(-c2ccc(F)cc2)cs1 was read as HCV inhibitor -20.4%, Sm TGR block -2.2%, AmpC no deterg -5.8%, AmpC detergent 1.0% and Giardia FBPA inh 2.8%.
For COc1ccc(N(C)C(=O)C2CCN(S(=O)(=O)c3cccc4nonc34)CC2)c(OC)c1 the results were HCV inhibitor -20.6%, Sm TGR block -10.6%, AmpC no deterg 126.9%[activator], HCMV antiviral -60.7*, AmpC detergent 1.8% and Giardia FBPA inh -6.3%.
`Cc1ccc(S(=O)(=O)N2CCOCC2)cc1NC(=O)CSc1n[nH]c(N)n1` gave HCV inhibitor 3.2%, Sm TGR block 6.6%, AmpC no deterg -14.6%, HCMV antiviral -2.4, AmpC detergent 1.3% and Giardia FBPA inh 5.8%.
O=C(Oc1ccc(N(C(=O)c2ccncc2)S(=O)(=O)c2cccs2)cc1)c1ccncc1 was read as HCV inhibitor 1.0%, Sm TGR block 3.6%, AmpC no deterg 16.8%, HCMV antiviral 34.2, AmpC detergent 0.1% and Giardia FBPA inh 7.4%.
COC(=O)c1c(-n2c(C)cc(C=O)c2C)sc2c1CCCC2 was read as HCV inhibitor -19.7%, Sm TGR block -1.4%, AmpC no deterg 31.0%, HCMV antiviral -75.9*, AmpC detergent -3.1% and Giardia FBPA inh 1.5%.
Screening Cc1ccccc1NS(=O)(=O)c1ccc(C(=O)NCCCN2CCOCC2)cc1 returned HCV inhibitor -0.5%, Sm TGR block 1.5%, AmpC no deterg -14.1%, HCMV antiviral -20.5 and AmpC detergent inconclusive.
For O=C(NCCN1CCOCC1)/C(=C\c1ccccc1F)NC(=O)c1ccccc1 the results were HCV inhibitor 13.0%, Sm TGR block 4.4%, AmpC no deterg -6.4%, HCMV antiviral 6.2 and AmpC detergent -7.3%.
`COc1ccc2nc3oc(C(=O)N(C)c4ccc(Cl)cc4)cc3cc2c1` gave Sm TGR block 1.6%, HCMV antiviral 4.0 and AmpC detergent 2.4%.
Screening COc1ccc(C(=O)COC(=O)CN2C(=O)C3CC=CCC3C2=O)c(OC)c1 (centres undefined) returned HCV inhibitor 1.8%, AmpC no deterg -17.2% and HCMV antiviral -5.3.

Looked up one by one from the entries so far (three):
Cc1nn(-c2ccccc2)c(Cl)c1C(=O)N(C)c1nc(-c2ccc(F)cc2)cs1 was read as HCV inhibitor -20.4%, Sm TGR block -2.2%, AmpC no deterg -5.8%, AmpC detergent 1.0% and Giardia FBPA inh 2.8%.
`COc1ccc2nc3oc(C(=O)N(C)c4ccc(Cl)cc4)cc3cc2c1` gave Sm TGR block 1.6%, HCMV antiviral 4.0 and AmpC detergent 2.4%.
Screening COc1ccc(N2CCN(c3ccnc4cc(Cl)ccc34)CC2)cc1 returned HCV inhibitor inconclusive, Sm TGR block -5.3%, AmpC no deterg -6.4%, HCMV antiviral inconclusive, AmpC detergent -2.6% and Giardia FBPA inh 9.6%.

Other records
For Cc1ccn2c(CN(C)CCn3nc(C)cc3C)c(C(=O)N3CCCCCC3)nc2c1 the results were HCV inhibitor 9.7%, Sm TGR block -22.9%, AmpC no deterg 74.5%[activator], HCMV antiviral 38.0, AmpC detergent 0.8% and Giardia FBPA inh -6.1%.
Screening O=C(COC(=O)CCC1CCCC1)Nc1ccc(Cl)cn1 returned HCV inhibitor 3.8%, Sm TGR block 3.5%, AmpC no deterg -40.2%, HCMV antiviral -15.5, AmpC detergent -0.7% and Giardia FBPA inh 1.8%.
For O=C(CSc1nc2c(oc3ccccc32)c(=O)n1Cc1ccco1)Nc1ccccc1 the results were Sm TGR block 0.8%, HCMV antiviral -9.4 and AmpC detergent 17.2%.
Screening COC(=O)c1ccc(NC(=S)NC2CCCCC2)cc1 returned HCV inhibitor -20.8%, Sm TGR block -31.2%, AmpC no deterg -16.9%, HCMV antiviral inconclusive, AmpC detergent inconclusive and Giardia FBPA inh -0.3%.
Screening COCc1cc(C)nc2sc(C(=O)Nc3cccc(OC)c3)c(N)c12 returned HCV inhibitor inconclusive, Sm TGR block inconclusive, AmpC no deterg 100.1%[activator], HCMV antiviral 51.9, AmpC detergent -4.8% and Giardia FBPA inh 2.6%.
For COc1ccc(-c2nn(-c3ccccc3)cc2/C=N/NC(=O)c2cccc(S(=O)(=O)Nc3ccccc3Cl)c2)cc1 the results were HCV inhibitor inconclusive, Sm TGR block 1.0%, AmpC no deterg -52.1%, HCMV antiviral -101.4*, AmpC detergent -14.2% and Giardia FBPA inh 3.3%.
`COC(=O)c1[nH]c(=O)c2ccccc2c1OCc1ccccc1` gave HCV inhibitor -12.9%, Sm TGR block 0.4%, AmpC no deterg 2.5%, HCMV antiviral 84.3, AmpC detergent inconclusive and Giardia FBPA inh -0.3%.
CCC(=O)Nc1ccc(-c2ccc(N3CCN(C)CC3)nn2)cc1 was read as HCV inhibitor 3.5%, Sm TGR block -9.9%, AmpC no deterg -2.8%, AmpC detergent inconclusive and Giardia FBPA inh 10.2%.
For c1ccc(N2CCN(c3nc4cc5c(cc4s3)OCCO5)CC2)cc1 the results were HCV inhibitor inconclusive, Sm TGR block -11.6%, AmpC no deterg -11.4%, HCMV antiviral -16.6, AmpC detergent -5.5% and Giardia FBPA inh -1.0%.
`CCOC(=O)C1CCN(S(=O)(=O)c2ccc3c(c2)NC(=O)C(C)C(=O)N3)CC1` (centres undefined) gave HCV inhibitor -4.8%, Sm TGR block 19.2%&12.7%, AmpC no deterg -26.6%, HCMV antiviral 3.8&1.0, AmpC detergent 1.2%&13.1% and Giardia FBPA inh 0.0%.
Screening O=C(Nc1ncc([N+](=O)[O-])s1)c1ccccc1Br returned HCV inhibitor -2.3%, Sm TGR block inconclusive, AmpC no deterg -16.8%, HCMV antiviral -2.8, AmpC detergent 1.9% and Giardia FBPA inh -13.5%.
